# Bioassay records deposited in PubChem BioAssay by Sanford-Burnham Center for Chemical Genomics.
# APOBEC3A inh = blocks human APOBEC3A ssDNA deamination; inhibition, % at 20 µM; 0.41% of 330,000 active; recombinant A3A, FAM/TAMRA ssDNA deamination fluorescence; P31941;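 active means at least 40% inhibition at 20 µM here, with at most 30% in a related deaminase screen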;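 further: plate controls were A3A with DMSO for no effect and wells lacking A3A enzyme for full effect; some results filed as inactive read as strong as hits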
# Target sequence (P31941 whole entry, looked up): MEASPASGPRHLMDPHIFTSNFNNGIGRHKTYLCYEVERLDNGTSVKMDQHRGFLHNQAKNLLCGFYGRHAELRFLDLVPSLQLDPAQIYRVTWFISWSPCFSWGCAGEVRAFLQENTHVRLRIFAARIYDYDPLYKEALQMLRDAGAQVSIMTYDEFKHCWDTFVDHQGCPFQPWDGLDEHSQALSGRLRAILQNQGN
# mIAP activ = increases mouse intestinal alkaline phosphatase activity; activation factor at 10 µM; muIAP, CDP-Star luminescence, 30 min; stronger effect = higher value; 1 = vehicle-only enzyme signal, 0 = enzyme-free wells; 0.24% of 330,000 active;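 active means activation factor of at least 2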; further: the source names both 10 and 20 µM as test concentration; values of inactives mirror those of a sister screen read the other way
#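 System: mouse IAP enzyme. Reagent: CDP-Star chemiluminescent phosphatase substrate. Benchmarks: DMSO wells, no-enzyme wells. Times: 30 min enzyme-substrate-compound incubation at room temperature. Detection: luminescence from enzymatic CDP-Star hydrolysis. Doses: test compounds delivered from DMSO solution.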
# NALP3 yeast inh = inhibitors of NALP3 inflammasome in yeast. Yeast reconstituted NLRP3/ASC/caspase-1, beta-gal luminescence, 24 h. inhibition, % at 10 µM. 0.39% of 330,000 active;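 active means inhibition of 50% or more; inactive means inhibition below 50%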;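 further: plate controls were induced DMSO wells for no effect and uninduced yeast grown without galactose for full effect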
# SENP1 FRET inh = inhibitors of human SENP1 SUMO protease catalytic domain; Q9P0U3; recombinant SENP1 catalytic domain, CyPet-SUMO1-YPet FRET cleavage; inhibition, % at 10 µM; 0.21% of 360,000 active; AID 624204;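 active means inhibition at least 30% at 10 µM, raw YFP signal under a set limit, fluorescence ratio 0.5 to 1.5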;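 further: 0% = enzyme with DMSO and 100% = no enzyme wells; some results filed as inactive read as strong as hits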
# Target sequence (Q9P0U3 419-644 limits assumed): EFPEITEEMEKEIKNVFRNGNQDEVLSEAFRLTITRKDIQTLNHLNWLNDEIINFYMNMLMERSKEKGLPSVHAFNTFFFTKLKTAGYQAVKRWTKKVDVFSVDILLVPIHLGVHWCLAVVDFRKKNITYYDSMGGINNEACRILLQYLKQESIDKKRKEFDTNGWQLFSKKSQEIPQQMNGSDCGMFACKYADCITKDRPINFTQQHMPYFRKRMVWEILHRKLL
#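 Test system: hSENP1 catalytic domain, recombinant; Amount: 20 pM final SENP1 enzyme; Medium: Tris pH 8 buffer plus EDTA, NaCl, BME, BSA, NP40, catalase; Schedule: 50 min enzyme reaction, room temperature, light-protected; Technique: FRET fluorescence in CFP and YFP emission channels; Controls: no-enzyme wells low, DMSO-plus-enzyme wells high control.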
# hIAP act = human IAP activation | P09923 | purified human IAP, CDP-Star luminescence, 30 min; stronger effect = higher value; 1 = vehicle-only enzyme, 0 = enzyme-free background | activation factor at 10 µM | 0.16% of 330,000 active;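 active means activation factor of the enzyme at least 2-fold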; further: the source names both 10 and 20 µM as test concentration; values of inactives mirror those of a sister screen read the other way
# Target sequence (P09923 whole entry, looked up): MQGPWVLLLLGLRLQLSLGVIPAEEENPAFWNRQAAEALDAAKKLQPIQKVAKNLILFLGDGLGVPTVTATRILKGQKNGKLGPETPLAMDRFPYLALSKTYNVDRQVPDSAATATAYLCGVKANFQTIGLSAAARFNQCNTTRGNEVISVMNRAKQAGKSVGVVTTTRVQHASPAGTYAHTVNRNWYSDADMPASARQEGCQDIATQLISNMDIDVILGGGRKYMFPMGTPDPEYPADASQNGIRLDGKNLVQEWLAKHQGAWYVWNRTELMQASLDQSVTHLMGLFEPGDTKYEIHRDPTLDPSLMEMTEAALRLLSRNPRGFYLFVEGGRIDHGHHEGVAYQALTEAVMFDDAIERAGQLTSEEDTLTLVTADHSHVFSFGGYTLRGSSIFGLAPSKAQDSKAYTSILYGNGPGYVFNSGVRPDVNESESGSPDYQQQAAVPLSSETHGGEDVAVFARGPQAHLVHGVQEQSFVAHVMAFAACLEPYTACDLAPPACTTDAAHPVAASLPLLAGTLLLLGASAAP
# mIAP inh = mouse IAP inhibition. 0.2% of 330,000 active. inhibition, % at 10 µM. purified mouse IAP, CDP-Star luminescence, 30 min;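 active means inhibition of at least 40% at 10 µM in the primary screen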;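 further: plate controls were DMSO with enzyme for no effect and no enzyme wells for full effect; values of inactives mirror those of a sister screen read the other way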
# MIN6 prolif = inducers of beta-cell replication in MIN6 cells; 0.29% of 330,000 active; MIN6 cells proliferation, ATPlite luminescence, 48 h; cells starved in 0.2% serum; 100% = growth in 10% serum; proliferation, % at 10 µM; AID 2380;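 active means compounds whose signal lies at least 3.5 SD above the mean of all wells on their plate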;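 further: 0% = DMSO-treated cells in low-serum medium and 100% = 10% serum control; some compounds called inactive have numbers as strong as hits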
# hIAP inh = blocks human intestinal alkaline phosphatase; purified IAP, CDP-Star luminescence, 30 min; P09923; AID 2544; inhibition, % at 10 µM; 0.12% of 330,000 active;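 active means inhibition reaching a set limit with compound at 10 µM in the primary screen, cut at about 35% in these data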;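 further: plate controls were DMSO wells with enzyme for no effect and no-enzyme buffer wells for full effect; values of inactives mirror those of a sister screen read the other way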
# A3G deaminase = inhibitors of human APOBEC3G DNA deaminase. Q9HC16. recombinant A3G, ssDNA deamination FAM/TAMRA fluorescence. inhibition, % at 20 µM. 0.28% of 330,000 active;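 active means inhibition of at least 40% at 20 µM, with no more than 30% in the related APOBEC3A deaminase screen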;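 further: plate controls were DMSO wells with A3G for no effect and wells lacking A3G enzyme for full effect; some compounds called inactive have numbers as strong as hits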
# An asterisk follows results filed as active; x = not tested or not shown. This is a subset. The share of hits here may be higher or lower than overall.
# Values run as follows: APOBEC3A inh	mIAP activ	NALP3 yeast inh	SENP1 FRET inh	hIAP act	mIAP inh	MIN6 prolif	hIAP inh	A3G deaminase
CC(C)NC(=O)c1c2c(nc3ccccc13)CCCC2
  5	1.1	-2	-6	1.1	-7	-3	-11	2
CC(CN1CCOCC1)OC(=O)c1ccc2c(c1)OCCO2 (configuration not stated)
  -4	0.97	7	2	0.96	2	-2	4	-1
Cc1ccccc1OCC(=O)NC(=S)Nc1ccc(N2CCCC2)cc1
  -3	0.94	11	-3	0.87	6	-2	13	-3
O=C(CN1C(=O)S/C(=C\c2ccccc2F)C1=O)NC1C=CS(=O)(=O)C1 (configuration not stated)
  5	1	9	-1	0.87	0	0	13	3
Cn1c(Nc2ccc(F)cc2)nc2ccccc21
  -1	0.98	21	1	1	2	2	-1	-7
COc1ccc(N2CCN(S(=O)(=O)c3cc(-c4cc(C)no4)ccc3C(C)C)CC2)cc1
  -6	0.94	2	2	1.1	6	-4	-10	-2
COc1ccc(C(=O)C2CCCN(C(=O)c3ccc4cc[nH]c4c3)C2)c(C)c1 (configuration not stated)
  -7	1	10	-1	1.1	-1	-3	-5	-4
CCOC(=O)c1sc(NC(=O)c2ccncc2)c(C#N)c1C
  3	0.78	13	-1	1.1	22	0	-8	1
COc1ccc(/C=N/NC(=O)c2ccc(NS(=O)(=O)c3cccs3)cc2)cc1
  0	0.94	6	-1	1.1	6	2	-10	-6
Cc1csc(NC(=O)c2ccc(Br)s2)n1
  -3	0.98	46	-2	1	2	1	-4	-8
O=C1N[C@@H](Cc2c[nH]c3ccccc23)COC(=O)[C@H](Cc2ccc(F)cc2)C/C=C\C[C@@H]1CC(=O)N(CCO)Cc1ccccc1
  3	0.95	20	-3	1.3	5	-5	-34	-5
COc1cccc(CNC(=O)[C@H](CCSC)NC(=O)N2CCn3c2nc2ccccc23)c1
  -7	1.1	16	2	1.1	-6	-2	-7	-7
O=C(COC(=O)c1ccccc1C(=O)N1CCN(c2ccccc2)CC1)NCc1ccccc1
  -6	1.1	-7	13	1.1	-13	-2	-14	-8
O=C(CN1CCN(Cc2ccccc2Cl)C1=O)NC1CCCCCC1
  0	1.1	15	0	1.1	-5	-2	-14	0
CC(C)(C)n1nnnc1C(c1cccnc1)N1CCN(c2cccc(C(F)(F)F)c2)CC1 (configuration not stated)
  -13	0.96	-16	0	1.1	4	1	-6	-2
COc1ccc(N(C(=O)Cn2nnc3ccccc32)C2(C(=O)NC3CCCC3)CCCCC2)cc1
  -3	0.97	2	0	0.97	3	-1	3	-5
O=C1CN(C(=O)/C=C/c2ccccc2F)c2ccccc2N1
  2	1.2	5	3	1.1	-17	-2	-6	-8
Cc1cc2ncc(S(=O)(=O)C(C)(C)C)c(N)n2n1
  1	0.98	4	3	0.95	2	2	5	1
C[n+]1cc[nH]c1SCC(=O)c1ccccc1
  -7	0.89	10	3	1.2	11	1	-19	-7
Cc1c(CC(=O)NCCCCCC(=O)O)c(=O)oc2c(C)c3oc4c(c3cc12)CCCC4
  0	0.95	6	-49	0.83	5	2	17	-1
CCNC(=S)Nc1cccc([N+](=O)[O-])c1
  -9	0.91	0	x	1.1	9	-2	-7	-9
Cc1cc(C(=O)NCCN2C(=O)S/C(=C\c3cccs3)C2=O)ccc1[N+](=O)[O-]
  0	0.93	2	4	1	7	-5	-2	-8
CCN(CC)CCCNc1cc(C)nc2cc(-c3cccs3)nn12
  3	1.2	14	-125	1.1	-16	-2	-10	-4
COc1ccc(Nc2nc(N)nc(CSC(=S)N3CCC(C)CC3)n2)cc1
  0	0.96	9	-2	0.98	4	0	2	1
CCOc1ccccc1-n1nnnc1SCC(=O)N1CCCC1=O
  -5	0.93	12	1	1	8	0	-2	-8
Cc1ccc(C(=O)COC(=O)c2cccs2)cc1
  -1	1.1	25	1	0.93	-8	-5	7	-4
O=C(Nc1cccc(O)c1)c1ccc(C(F)(F)F)cc1
  1	0.91	20	0	0.93	9	-3	7	-2
Cc1ccc(C(=O)OCC(=O)N2C(C)CCCC2C)cc1S(=O)(=O)N1CCCCC1 (configuration not stated)
  3	0.95	7	3	0.88	5	2	12	-5
Cc1cc(C)n(C(=O)CNC(=O)CCc2ccccc2)n1
  0	1	0	2	1.1	0	-2	-11	-2
COc1ccc(NC(=O)CN(C)C(=O)CN2C(=O)NC3(CCCCC3)C2=O)cc1
  16	0.99	10	-5	1.2	1	-3	-17	-5

# Later entries
# Values run as follows: APOBEC3A inh	mIAP activ	NALP3 yeast inh	SENP1 FRET inh	hIAP act	mIAP inh	MIN6 prolif	hIAP inh	A3G deaminase
Cc1cc(NC(=O)c2ccc(F)cc2)n(-c2ccccc2)n1
  -1	0.97	5	1	0.93	3	1	7	-8
CCOC(=O)C1=C(C)N=C2SCCC(=O)N2C1c1ccc(OC)cc1 (configuration not stated)
  2	0.89	9	x	1	11	-1	-1	2
Cc1nc2ccccc2cc1O
  -5	1.1	12	-15	1	-9	-2	-3	-5
COC(=O)[C@H](CC(C)C)NC(=O)Nc1ccc(S(N)(=O)=O)cc1
  1	1	12	0	0.89	0	1	11	-2
CC(=O)OCC(=O)[C@H]1CC[C@H]2[C@@H]3CC=C4C[C@@H](O)CC[C@]4(C)[C@H]3CC[C@]12C
  1	0.91	65*	0	1	9	0	0	-2
O=C1CCC(C(=O)Nc2ccc([N+](=O)[O-])cc2)N1 (configuration not stated)
  -4	1.1	4	-5	0.95	-9	-2	5	3
CCOC(=O)c1ccc(NC(=O)CN2C(=O)CSC2=O)cc1
  -1	1.1	10	2	1.1	-7	2	-9	-4
CC1CCN(C(=O)c2ccc(S(=O)(=O)NCc3ccco3)cc2)CC1
  -7	0.99	13	0	0.87	1	0	13	-9
O=C(Cn1ccc(NC(=O)OCc2ccccc2)nc1=O)NCc1ccc2c(c1)OCO2
  4	1.1	3	2	1.2	-14	-6	-16	6
COc1cc(/C=C/C(=O)O)ccc1OCc1ccc([N+](=O)[O-])cc1
  0	1	3	0	1	-3	-1	-2	-3
COc1ccc(N2CCN(C(=O)COc3ccc4ccccc4c3)CC2)cc1
  46*	1	2	-3	0.98	-4	-2	2	-2
Cc1nn(CC(=O)Nc2cccnc2)c(C)c1[N+](=O)[O-]
  -1	1	-3	4	1	-4	1	-2	-8
CCN(CC(=O)Nc1ccc(NC(C)=O)cc1)C(=O)c1ccccc1SCc1c(C)noc1C
  -3	0.97	12	-2	1.1	3	-1	-5	-9
Cc1cc(NC(=O)CSc2ncccn2)no1
  -3	1.1	10	1	0.93	-12	0	7	-7
CCOC(=O)C1CCN(C(=O)COc2ccc(Cl)cc2C)CC1
  -2	1	28	2	0.95	-1	-3	5	-5
Cc1ccnc2nc(C(=O)NC3CCCc4ccccc43)nn12 (configuration not stated)
  4	0.93	9	6	0.99	7	0	1	0
CC1CCN(CCCn2c(=S)[nH]c3ccccc3c2=O)CC1
  2	1.1	-4	-5	0.96	-5	-2	4	0
O=S(=O)(c1ccccc1)c1ncc(C(F)(F)F)cc1O
  5	1	8	-2	1	-1	-2	-2	0
O=C(NCCC(=O)N1CCN(C(=O)c2ccco2)CC1)c1ccccc1Cl
  -2	0.89	-1	3	1.2	11	-4	-16	-3
Cc1cc(C)n2nc(SCC(=O)Nc3ccc(F)c(F)c3F)nc2n1
  -5	0.94	14	-1	0.96	6	3	4	-9
CC(C)=CCN1CCN(Cc2cnc(N3CCOCC3)s2)CC1CCO (configuration not stated)
  -1	1	11	-2	1.3	-2	-4	-29	-5
Cc1ccccc1NS(=O)(=O)c1ccc2c(c1)NC(=O)CO2
  -2	0.96	17	-1	0.93	4	-2	7	-3
COc1ccc(CCN2CC(C(=O)NCCc3cccnc3)CCC2=O)cc1 (configuration not stated)
  0	1.1	8	0	0.84	-6	-1	16	-5
CCc1nnc2n1N=C(c1ccc(Cl)cc1)CS2
  -6	1.1	6	4	1.1	-8	-2	-12	-5
CC(Oc1ccccc1)C(=O)Nc1ccc(F)c(S(=O)(=O)N2CCOCC2)c1 (configuration not stated)
  4	0.86	2	2	1	14	-3	-1	-1
CCSc1nc2c(c(-c3ccc(C)o3)c1C#N)CCCC2
  -4	0.99	-6	-4	1	1	-3	-1	-8
CCn1c(=O)c(C(=O)NCCNCCO)c(O)c2ccccc21
  6	0.97	29	0	0.97	3	-2	3	-3
Cc1ccc(N2C(=O)CN=C2Nc2nc(C)cc(C)n2)cc1
  2	1	12	0	1.3	-4	3	-30	-2
CN1CCC(N(C)C(=O)CCc2nc3ccccc3n2-c2ccccc2)CC1
  3	0.98	8	0	1.1	2	-1	-6	-15
Clc1ccc(OCc2cc(-c3ccccc3)no2)cc1Cl
  -6	1	9	2	1.1	-3	-4	-10	-5

# Next entries:
# Values run as follows: APOBEC3A inh	mIAP activ	NALP3 yeast inh	SENP1 FRET inh	hIAP act	mIAP inh	MIN6 prolif	hIAP inh	A3G deaminase
Cn1c(N2CCN(C(c3ccccc3)c3ccccc3)CC2)nc2c1c(=O)[nH]c(=O)n2C
  -5	0.96	16	3	1.2	4	3	-20	-9
Cn1c(=O)oc2cc(S(=O)(=O)Nc3ccccc3O)ccc21
  0	0.97	11	1	0.95	3	-3	5	1
CN(Cc1nccn1C)C(=O)CCc1nnc(CCC2CCCCC2)o1
  -3	1	-7	3	0.93	-3	3	7	-6
C/C(=N\NC(=O)Cc1ccccc1Cl)c1cccnc1
  0	0.97	-8	0	1	3	-4	0	0
NC(=O)CCCC1=NS(=O)(=O)c2ccccc2N1
  -1	0.95	17	0	0.88	5	-1	12	-6
COc1ccc(-c2nc3ccccc3c(=O)n2NC(=O)c2cccnc2Cl)cc1OC
  2	1	15	0	1.1	-1	1	-9	-8
COc1ncccc1-c1nnn(-c2ccc(Cl)c(Cl)c2)n1
  0	0.94	8	0	0.92	6	0	8	-9
O=C(O)C1(c2ccccc2)CCN(S(=O)(=O)c2ccc(F)c(F)c2)CC1
  -1	0.99	0	0	1	1	0	-2	-4
COc1ccc(-n2c(C)cc(/C=C3\C(=N)N4N=C(CC(=O)N5CCOCC5)SC4=NC3=O)c2C)cc1
  -5	0.87	28	-82	1	13	-1	-4	-2
COc1cccc(C2=NOC(C(=O)NC3CCCCC3)C2)c1 (configuration not stated)
  -2	0.99	34	2	0.85	1	-2	15	-5
CCNS(=O)(=O)c1ccc(NC(=O)Nc2ccc3c(c2)OCO3)cc1
  -3	1.5	7	0	1.2	-46	1	-21	-5
Cc1cccc(N2C(=O)C3CC3C2=O)c1 (configuration not stated)
  0	1.1	-1	1	1.1	-6	1	-9	-4
COc1ccc(N2CCN(C(CNC(=O)c3ccc4c(c3)OCO4)c3cccnc3)CC2)cc1 (configuration not stated)
  -5	1	-10	0	1	0	0	-4	-3
